Screening data (PubChem)
Avidin bead fluor: green autofluorescence of compounds with avidin beads – biophysical, 488/530 nm, flow cytometry, artefact control, profiling panel; compound fluorescence 488/530 nm; active compounds read high; fluorescence (KMESF) at 10 µM; actives 0.38% (n = 220,000); AID 1775, 2009; in the data active means fluorescence above about 47; further: inactives centre near 10
Pf gamet viab: late stage P. falciparum gametocyte viability inhibitors, primary screen, ATP luminescence, HTS; AID 743093, 2013; actives 0.065% (n = 150,000); P. falciparum stage V gametocytes, 24 h; inhibition, % at 10.9 µM;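 active means inhibition above the mean plus 3 SD of compounds within the control limits, set per campaign, cut at about 38% in these data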;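 further: 0% = DMSO wells and 100% = medium only without gametocytes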
Rab2A wt mod: modulators of GTP binding to Rab2A wildtype, primary screen, biochemical, dog, bead-based flow cytometry, multiplex. GST-Rab2 wt beads, Bodipy-GTP binding. AID 760, 2007. GTP binding activity, % at 10 µM. Ras-related protein Rab-2A (Canis lupus familiaris), P61105. actives 0.19% (n = 190,000);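 active means GTP binding activity at least 20 points away from 100%, either lowered or raised; inconclusive means signal likely due to the compound's own green fluorescence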;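 further: 0% = beads with excess unlabeled GTP and 100% = no-compound control corrected for plate trend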
Rac1 wt modul: wildtype Rac1 GTP binding modulators, primary screen, biochemical, GST-Rac1 beads, flow cytometry, multiplex. Ras-related C3 botulinum toxin substrate 1 (Homo sapiens), P63000. fluorescent GTP binding; actives lie on both sides; 0 = cold GTP competed, 100 = untreated. GTP binding activity (% of control), % at 10 µM. actives 0.27% (n = 190,000). AID 757, 2007;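 active means GTP binding activity at least 20 points away from the 100% control level, either lower or higher; inconclusive means compound flagged as likely green fluorescent, judged across all proteins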
ABCG2 inh: ABCG2 efflux pump inhibitors, primary screen, multiplex with ABCB1, IgMXP3 cells, flow cytometry | actives 0.1% (n = 190,000) | JC-1 efflux | inhibition, % at 6.6 µM | Broad substrate specificity ATP-binding cassette transporter ABCG2 (Homo sapiens), Q9UNQ0;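 active means inhibition above 80%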;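 further: 0% = DMSO and 100% = nicardipine control wells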
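Test system: IgMXP3 (ABCG2) plus far-red-tagged CCRF-Adr (ABCB1) cells. Reagent: JC-1 dye as substrate. Timing: 10 min exposure at 25 °C with rotation, no wash. Measured by: flow cytometric JC-1 green MFI at 530 nm. Read-out: percent efflux inhibition, scaled nicardipine 100% to DMSO 0%. Control set: nicardipine and DMSO wells.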
GSH bead fluor: compound fluorescence on glutathione beads, profiling panel, artefact control, biophysical, 488/530 nm, flow cytometry. actives 0.25% (n = 190,000). fluorescence (KMESF) at 10 µM. GSH beads flow cytometry, compound fluorescence 488/530 nm; active compounds read high; in the data active means fluorescence above about 89;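 further: glutathione beads carrying GST-tagged Bcl family fusion proteins plus one bare bead set; values are compound well signal with DMSO vehicle wells as background; inactives centre near 16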
ABCB1 inh: ABCB1 efflux pump inhibitors, primary screen, cell-based, multiplex, flow cytometry, ABCG2 counter-screen; actives 0.067% (n = 190,000); CCRF-Adr cells, JC-1 efflux; ATP-dependent translocase ABCB1 (Homo sapiens), P08183; inhibition, % at 6.6 µM; in the data active means inhibition above about 40%;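 further: 0% = vehicle and 100% = reference inhibitor; higher value means more JC-1 retained so stronger ABCB1 efflux block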
Target sequence (P08183 whole entry, looked up): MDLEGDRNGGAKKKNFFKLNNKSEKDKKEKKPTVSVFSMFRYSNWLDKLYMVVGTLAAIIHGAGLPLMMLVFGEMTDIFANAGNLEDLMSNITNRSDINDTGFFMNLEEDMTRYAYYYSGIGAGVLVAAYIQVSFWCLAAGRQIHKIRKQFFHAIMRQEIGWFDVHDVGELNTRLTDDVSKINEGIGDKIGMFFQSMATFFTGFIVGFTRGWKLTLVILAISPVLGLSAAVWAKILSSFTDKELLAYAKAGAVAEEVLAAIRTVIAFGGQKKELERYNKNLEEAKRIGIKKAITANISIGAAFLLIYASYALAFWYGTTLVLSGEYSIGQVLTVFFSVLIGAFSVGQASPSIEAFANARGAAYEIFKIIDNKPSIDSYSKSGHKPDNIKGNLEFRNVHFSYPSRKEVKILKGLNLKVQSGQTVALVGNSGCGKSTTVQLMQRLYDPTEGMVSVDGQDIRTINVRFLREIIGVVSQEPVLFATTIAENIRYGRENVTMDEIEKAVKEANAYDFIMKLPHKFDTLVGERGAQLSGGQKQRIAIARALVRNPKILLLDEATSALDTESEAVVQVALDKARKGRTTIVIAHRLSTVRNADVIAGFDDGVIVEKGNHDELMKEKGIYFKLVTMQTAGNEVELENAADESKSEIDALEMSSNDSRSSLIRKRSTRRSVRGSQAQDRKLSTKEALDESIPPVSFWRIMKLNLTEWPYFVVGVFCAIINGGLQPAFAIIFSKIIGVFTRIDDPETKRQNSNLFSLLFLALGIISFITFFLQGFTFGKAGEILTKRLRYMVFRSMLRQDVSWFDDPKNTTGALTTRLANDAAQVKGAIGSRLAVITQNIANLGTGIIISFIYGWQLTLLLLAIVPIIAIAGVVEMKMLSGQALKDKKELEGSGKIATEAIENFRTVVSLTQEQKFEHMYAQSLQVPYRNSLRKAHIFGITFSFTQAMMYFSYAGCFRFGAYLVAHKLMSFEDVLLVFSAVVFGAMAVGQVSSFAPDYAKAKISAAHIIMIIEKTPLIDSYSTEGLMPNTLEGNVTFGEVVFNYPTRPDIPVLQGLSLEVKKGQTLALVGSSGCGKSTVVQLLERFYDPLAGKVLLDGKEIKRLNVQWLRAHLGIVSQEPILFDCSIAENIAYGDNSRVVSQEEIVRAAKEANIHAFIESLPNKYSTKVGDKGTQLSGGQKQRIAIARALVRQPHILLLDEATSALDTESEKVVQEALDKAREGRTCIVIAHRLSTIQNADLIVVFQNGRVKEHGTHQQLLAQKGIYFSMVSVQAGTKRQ
HRas wt GTP: modulators of GTP binding to HRas wildtype, primary screen, biochemical, bead-based flow cytometry, multiplex | GTPase HRas (Homo sapiens), P01112 | GST-Ras wt beads, Bodipy-FL-GTP binding; actives lie on both sides | GTP binding activity, % at 10 µM | actives 0.14% (n = 190,000) | AID 759, 2007;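 active means GTP binding activity at least 20% away from the 100% baseline, either lowered as inhibitor or raised as activator; inconclusive means flagged as likely green fluorescent, judged across all proteins in the well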;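 further: 0% = unlabeled GTP competition control and 100% = no-compound control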
Rab7 wt modul: modulators of GTP binding to Rab7, primary screen, biochemical, wildtype, multiplex bead flow cytometry | GST-Rab7 beads, fluorescent GTP binding; actives lie on both sides; untreated = 100%, excess cold GTP = 0% | GTP binding activity (percent of control), % at 10 µM | actives 0.055% (n = 190,000);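 active means fluorescent GTP binding to Rab7 beads changed by at least 20 points from the 100% baseline, either direction, mostly lower; inconclusive means compound itself probably fluorescent, or too few beads counted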;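 further: median green fluorescence of bound Bodipy-FL-GTP per Rab7 bead population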
Rac1 mut GTP: GTP binding modulators of activated mutant Rac1, primary screen, biochemical, bead-based flow cytometry, multiplex, fluorescent GTP; Ras-related C3 botulinum toxin substrate 1 (Homo sapiens), P63000; GST-Rac1 activated beads; actives lie on both sides; 100% means binding = to untreated wells; percent activity (GTP binding), % at 10 µM; actives 0.11% (n = 190,000); AID 764, 2007;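 active means GTP binding at least 20 percentage points away from the 100% baseline, in either direction, so actives lie on both sides; inconclusive means Compound likely fluorescent itself, or too few beads counted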
Cdc42 wt: modulators of GTP binding to wildtype Cdc42, primary screen, biochemical, multiplex bead flow cytometry, Bodipy-GTP; GST-Cdc42 beads; actives lie on both sides; percent activity (GTP binding), % at 10 µM; actives 0.2% (n = 190,000); AID 761, 2007;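 active means percent activity GTP binding at least 20 points away from the 100% baseline, either down as inhibitor or up as activator; inconclusive means compound flagged as likely green fluorescent from well-wide comparison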;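 further: median bead fluorescence of bound Bodipy-FL-GTP at 100 nM; 0% = excess unlabeled GTP control and 100% = no compound control; below 100% means less GTP binding so inhibitor and above means activator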
An asterisk follows results filed as active; ? = inconclusive; . = not tested or not shown. Random draw from the library. About 1.1% of those tested had a hit in this group.

SMILES	Avidin bead fluor	Pf gamet viab	Rab2A wt mod	Rac1 wt modul	ABCG2 inh	GSH bead fluor	ABCB1 inh	HRas wt GTP	Rab7 wt modul	Rac1 mut GTP	Cdc42 wt
CCOC(=O)C1CN(S(=O)(=O)c2ccc(F)cc2)C1	28	-19.6	102.0	102.0	0.8	13	0.3	100.0	101.0	101.0	104.0
CN(c1ccc(OCC(=O)OCC(=O)Nc2ccccc2)cc1)S(=O)(=O)c1cccs1	14	8.2	100.0	102.0	22.1	12	0.5	98.0	97.0	101.0	100.0
O=C1CN(C(=O)CSc2nncs2)c2ccccc2N1	13	-3.2	94.0	97.0	-2.5	13	-0.3	93.0	92.0	96.0	95.0
O=[N+]([O-])c1cccc(C(=Nc2ccc(Cl)cc2)NO)c1	13	16.0	101.0	103.0	5.8	35	0.3	99.0	100.0	97.0	100.0
CC(=O)c1cc(-c2ccccc2)n(CC(=O)Nc2cccc(C)c2)c1C	6	.	103.0	103.0	5.4	3	0.1	102.0	98.0	102.0	100.0
COc1ccccc1NC(=O)C1=C(C)NC(=O)NC1c1cccs1 (stereo not given)	9	0.6	111.0	115.0	2.6	16	0.5	106.0	111.0	104.0	107.0
COCCCn1cc(C(=O)c2ccccc2OCC(=O)Nc2cccc(F)c2)cc(C#N)c1=O	9	-1.3	104.0	105.0	23.4	15	1.9	103.0	110.0	98.0	104.0
O=C(CCCSc1nnc(-c2cccs2)n1CC1CCCO1)c1ccccc1 (stereo not given)	36	20.3	102.0	104.0	0.5	16	0.1	101.0	99.0	100.0	102.0
Clc1ccc(-c2nnc(-c3ccco3)o2)cc1	40	.	100.0	101.0	1.6	13	0.5	101.0	101.0	100.0	102.0
Cc1cccc(NC(=O)CS(=O)(=O)c2c[nH]c3ccccc23)c1C	8	.	98.0	100.0	2.0	15	0.3	99.0	101.0	98.0	98.0
O=C(Nc1ccc(Sc2ccc(Br)cc2)cc1)c1ccco1	11	.	104.0	98.0	4.2	18	0.4	101.0	99.0	98.0	102.0
O=C(NCc1ccc(-c2nc3ccccc3s2)cc1)c1ccco1	3	2.2	96.0	103.0	9.0	5	1.2	100.0	98.0	101.0	100.0
CCOc1ccc2[nH]c(=O)c(CN(CC3COCCO3)C(=O)c3ccc(C)cc3)cc2c1 (stereo not given)	11	6.1	99.0	101.0	2.2	25	0.5	97.0	101.0	99.0	99.0
CCn1c(C(=O)N2CCCC(C(=O)O)C2)cc2sccc21 (stereo not given)	4	.	102.0	102.0	-2.2	64	-0.4	100.0	98.0	98.0	101.0
Cc1ccc(O)c(/C=N/NC(=O)C2=NNC(c3ccccc3)(c3ccccc3)C2)c1	4	.	100.0	103.0	0.0	15	-1.2	99.0	97.0	98.0	101.0
COc1ccc(OCCCC(=O)NCC(C)C)cc1	4	21.0	107.0	109.0	1.0	46	0.6	106.0	103.0	102.0	108.0
O=C(NCc1ccccn1)c1cccc(NS(=O)(=O)c2ccccc2F)c1	6	0.2	99.0	102.0	10.5	20	4.9	97.0	95.0	99.0	101.0
COCCNC(=S)NCc1cccs1	9	-16.4	97.0	100.0	3.3	21	1.6	97.0	94.0	97.0	104.0
COc1ccc(OC)c(-n2c(-c3ccc(S(C)(=O)=O)cc3)cc(C=O)c2C)c1	7	21.1	97.0	101.0	1.4	20	0.8	98.0	95.0	97.0	96.0
N#Cc1ccc(-c2ccc(F)cc2)nc1Oc1ccccc1	8	12.5	107.0	106.0	-0.9	21	-0.4	105.0	95.0	104.0	108.0

SMILES	Avidin bead fluor	Pf gamet viab	Rab2A wt mod	Rac1 wt modul	ABCG2 inh	GSH bead fluor	ABCB1 inh	HRas wt GTP	Rab7 wt modul	Rac1 mut GTP	Cdc42 wt
CCOC(=O)c1sc(NC(=S)NC(=O)C2CC2)cc1C	7	-12.9	98.0	101.0	-0.9	12	-0.7	100.0	97.0	98.0	100.0
CC1CCc2cc(F)ccc2N1C(=O)CCC(=O)O (stereo not given)	38	.	104.0	105.0	0.0	16	0.0	105.0	100.0	102.0	107.0
COc1ccc(C(=O)NCc2oc(-c3ccccc3)cc2C(=O)O)cc1	22	.	94.0	101.0	-2.0	29	-0.3	98.0	96.0	95.0	101.0
COc1ccc(CCNC(=O)C2CCCN(S(=O)(=O)c3cnc[nH]3)C2)cc1OC (stereo not given)	7	.	100.0	97.0	-2.1	22	-1.8	99.0	103.0	98.0	99.0
COc1ccc(-c2noc(CSc3nc(-c4ccccc4)cc(=O)[nH]3)n2)cc1OC	9	.	96.0	100.0	0.0	57	-0.2	98.0	99.0	94.0	96.0
CCCSc1nc2c(c(=O)[nH]c(=O)n2C)n1CCc1ccccc1	5	1.3	98.0	99.0	5.2	23	0.5	100.0	98.0	97.0	100.0
NC(=O)COC(=O)c1cc(S(=O)(=O)N2CCN(c3ccccc3)CC2)ccc1Cl	20	.	94.0	98.0	4.7	13	1.4	94.0	91.0	97.0	97.0
Cc1ccc(NC(=O)COC(=O)c2cccc3c2C(=O)c2ccccc2C3=O)c(C)c1	23	-5.8	?	?	61.1	10	2.6	?	?	?	?
COc1ccccc1NC(=S)NCc1ccccn1	11	-0.5	102.0	106.0	3.3	14	0.2	104.0	102.0	102.0	104.0
C#CCOCCOCCOCCNc1nc(N2CCN(C(=O)[C@H](CCC(=O)O)n3cc(C(N)Cc4ccc(O)cc4)nn3)CC2)nc(N2CCN(C(=O)[C@H](CCC(=O)O)n3cc(C(N)CC(C)C)nn3)CC2)n1 (stereo not given in full)	4	.	96.0	97.0	0.9	19	0.1	95.0	96.0	97.0	93.0
Cc1ccc(-c2noc(=O)n2CC(=O)c2ccc(Cl)cc2)cc1	12	.	103.0	101.0	0.0	15	0.0	102.0	107.0	99.0	99.0
Cc1ccc(NC(=O)NNC(=O)c2snnc2C)cc1	8	20.7	98.0	99.0	2.5	20	-0.5	98.0	94.0	99.0	101.0
COc1cc(/C=c2\sc3n(c2=O)C(c2ccccc2)C(c2ccccc2)=NN=3)ccc1O (stereo not given)	13	.	105.0	108.0	-5.4	34	0.7	102.0	106.0	101.0	105.0
CCCOc1ccc(CN(CCO)CCO)cc1C(=O)OC	10	.	105.0	106.0	0.5	8	0.3	104.0	100.0	104.0	108.0
COC(=O)NCc1ccc(CNC(=O)OC)cc1	16	.	?	?	0.5	22	0.0	?	?	?	?
O=C(CCn1c(=O)[nH]c2ccccc2c1=O)N1CCN(c2ccc(Cl)cc2)CC1	38	-61.4	101.0	104.0	3.6	12	0.8	102.0	103.0	99.0	105.0
CC(C)(C)CC(=O)Nc1cccc2c1CCCC2	1	.	102.0	106.0	0.0	36	0.0	102.0	102.0	101.0	103.0
CCN(CC)c1ccc(/C=N/Nc2ccc(C)cc2)c(O)c1	6	3.4	94.0	90.0	-0.6	19	-0.3	89.0	88.0	93.0	96.0
COc1ccccc1NC(=S)NNC(=O)c1ccc(O)cc1	4	.	98.0	98.0	1.9	24	0.4	98.0	94.0	96.0	99.0
Cc1ccc(C)c(N(CC(=O)NN=C2CCCCCCC2)S(C)(=O)=O)c1	13	.	96.0	97.0	2.3	34	0.6	97.0	98.0	92.0	96.0

SMILES	Avidin bead fluor	Pf gamet viab	Rab2A wt mod	Rac1 wt modul	ABCG2 inh	GSH bead fluor	ABCB1 inh	HRas wt GTP	Rab7 wt modul	Rac1 mut GTP	Cdc42 wt
CCN=C1SC(CC(=O)Nc2ccc(C(F)(F)F)cc2)C(=O)N1CC (stereo not given)	8	.	96.0	97.0	8.4	37	0.5	97.0	98.0	96.0	98.0
O=C(O)CCC(=O)N1N=C(c2ccc(Br)cc2)CC1c1cccs1 (stereo not given)	4	-8.3	95.0	97.0	-0.3	10	-0.3	94.0	100.0	94.0	93.0
COc1ccc(CCn2c(NCc3ccco3)nc3c2c(=O)[nH]c(=O)n3C)cc1	11	.	102.0	103.0	4.0	15	0.1	103.0	101.0	101.0	104.0
Cc1ccc(C(=O)NCCc2nnc3ccc(SCC(=O)Nc4c(C)cc(C)cc4C)nn23)cc1	15	-16.8	99.0	104.0	1.0	21	0.1	99.0	99.0	99.0	100.0
CCN(CC)S(=O)(=O)c1cccc(-c2n[nH]c(=S)n2C(C)COC)c1 (stereo not given)	6	6.9	96.0	98.0	3.9	14	-0.1	97.0	96.0	95.0	95.0
Cc1ccc(C=C2C(=O)c3ccccc3C2=O)o1	10	-142.1	96.0	100.0	17.8	10	0.1	97.0	96.0	96.0	98.0
Cc1c(-n2cc(C(=O)O)c(=O)c3cc(F)c(N4CCCC(O)C4)c(F)c32)c(=O)n(-c2ccccc2)n1C (stereo not given)	15	14.4	101.0	104.0	-0.8	8	-0.3	101.0	107.0	97.0	100.0
CCC(Sc1nc2c(c(=O)[nH]1)CCC2)C(=O)Nc1cccc(OC)c1 (stereo not given)	11	.	101.0	100.0	-0.3	24	0.2	102.0	96.0	98.0	101.0
CCSc1nc(O)cc(=O)n1-c1ccc(OC)cc1	6	-2.6	102.0	100.0	0.9	20	0.5	101.0	97.0	97.0	102.0
O=C1CN(c2ccc(Cl)cc2)C2(CCCCC2)S1	14	13.8	96.0	103.0	2.2	6	0.4	97.0	95.0	99.0	104.0
Cc1cc(S(=O)(=O)NCC(C)C)ccc1OCC(=O)NCC1CCCO1 (stereo not given)	16	-17.6	97.0	103.0	14.7	9	0.3	98.0	100.0	99.0	101.0
Cc1ccc(C)c(N(C)C(=O)c2coc(=O)c3ccccc23)c1	33	13.6	96.0	99.0	3.5	17	0.9	101.0	98.0	96.0	103.0
Cc1noc(C)c1CSc1nnc(-c2ccccc2F)n1CCc1ccccc1	31	.	101.0	102.0	0.1	18	0.0	101.0	102.0	99.0	101.0
